From PubChem
MRP resist rev = MRP-mediated drug resistance reversal | H69AR cells + 2 uM doxorubicin, CellTiter-Glo, 72 h | 85,000 tested, 0.04% active | differential viability (reversal), % at 10 µM;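 active = viability drop by adding the cancer drug above about 55%, with treated viability meeting a 40% cutoff, limit read from the data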;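 also: viability without doxorubicin minus viability with 2 µM doxorubicin for each compound; larger differential means the compound sensitizes cells more to doxorubicin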
Bcl-B TR3 displacers = displacers of TR3 peptide from Bcl-B, primary screen, selectivity assay for Bfl-1 inhibitor project, biochemical, fluorescence polarization; FP displacement of FITC-TR3 peptide from Bcl-B; higher % means a stronger effect; one-dose displacement, % at 20 µM; IC50 in µM for titrated hits; 96,000 tested, 0.11% active;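 active = displacement above 50% at 20 µM plus a fluorescence interference ratio under 1.5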;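 also: plate controls were wells without compound for no effect and wells lacking Bcl-B protein for full effect; a part of the inactive calls stands beside numbers as strong as those of hits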
IL1B NFkB inh = blocks IL-1B driven NFkB nuclear translocation in HUVEC cells. 94,000 tested, 0.43% active. AID 796. HUVEC IL-1B NFkB p65 nuclear translocation imaging. inhibition, % at 2 µM;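 active = inhibition above about 30% together with a positive call from visual inspection of the well image, limit read from the data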;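 also: nuclear over cytoplasmic p65 intensity ratio measured by imaging; 0% = IL-1B stimulated DMSO wells and 100% = unstimulated DMSO wells; values of inactives mirror those of a sister screen read the other way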
IL1B NFkB pot = enhances IL-1B driven NFkB nuclear translocation; AID 819; activation, % at 2 µM; 94,000 tested, 0.3% active; HUVEC IL-1B NFkB p65 nuclear translocation imaging;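 active = activation above 40%, about the mean plus 3 SD, also judged a hit on visual image review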;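 also: percent activation is computed from the nuclear over cytoplasmic p65 intensity ratio; values of inactives mirror those of a sister screen read the other way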
PLAP inhibition = PLAP enzyme inhibitors, biochemical, luminescence, HTS (AID 690); purified PLAP, luminescent substrate; higher % means a stronger effect; inhibition, % at 20 µM; hits with a dose series show IC50 in µM; 96,000 tested, 0.08% active; in the data active = a potency from the dose series; inactive = the rest, 99 in 100 with inhibition below about 30%; also: strong numbers were not always called active
MRP resist rev cytotoxicity = further read-out of MRP resist rev, marked with its call; viability, %; H69AR cells, CellTiter-Glo, 72 h; measured here: cytotoxicity without doxorubicin
MRP resist rev with doxorubicin = recorded beside MRP resist rev, whose call it bears; viability, %; measured here: viability with 2 uM doxorubicin; hits give low values
IL1B NFkB inh cell count 2 µM = recorded beside IL1B NFkB inh, whose call it bears; cell count; measured here: cells passing quality filter;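 raw number of nuclei counted in each imaged well without normalization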
IL1B NFkB pot cell count 2 µM = further read-out of IL1B NFkB pot, marked with its call; cell count; measured here: cells passing quality filter
Numbers without * were called inactive; · = no result given. The list is partial. The share of hits here may be higher or lower than overall.

SMILES | MRP resist rev | MRP resist rev cytotoxicity | MRP resist rev with doxorubicin | Bcl-B TR3 displacers | IL1B NFkB inh | IL1B NFkB inh cell count 2 µM | IL1B NFkB pot | IL1B NFkB pot cell count 2 µM | PLAP inhibition
COc1cc(C2c3c(oc4ccc(C)cc4c3=O)C(=O)N2c2cc(C)ccn2)cc(OC)c1OC (configuration not stated) | 4 | 32 | 28 | 1% | · | · | · | · | 3%
Cc1cc(C2=CC(C)(c3cc(C)oc3C)Nc3nc(C(F)(F)F)nn32)c(C)o1 (configuration not stated) | -3 | 3 | 6 | -50% | -33 | 112 | 33 | 112 | -60%
CCC(C)n1cnc2c(c1=O)c1nc3ccccc3nc1n2-c1ccc2c(c1)OCCO2 (configuration not stated) | -7 | 80 | 87 | -29% | -10 | 88 | 10 | 88 | -15%
Cc1ccc(OCc2nnc(NC(=O)OCC(C)C)s2)c(C)c1 | · | · | · | -6% | -4 | 153 | 4 | 153 | -34%
O=C(Nc1ccc2c(c1)OCO2)C1CCCN1C(=O)Nc1ccccc1F (configuration not stated) | 7 | 91 | 84 | 1% | -4 | 169 | 3 | 169 | 6%
NC(=S)Cc1nc2n(n1)Cc1ccccc1-2 | · | · | · | -5% | -6 | 195 | 6 | 195 | 12%
O=C(Nc1ccc(Br)cc1)c1ccc(CSC2=NCCS2)cc1 | · | · | · | -1% | 7 | 168 | -7 | 168 | 0%
CCOC(=O)c1cc2ccc(OC)c(OC)c2c(=O)s1 | 8 | 96 | 88 | -5% | 8 | 113 | -9 | 113 | 19%
CCOC(=O)CC(=O)CSc1nc2c(sc(=S)n2-c2ccccc2)c(=O)[nH]1 | -26 | 55 | 80 | -4% | 5 | 118 | -5 | 118 | -15%
O=C(NCc1cccs1)Nc1ccc2c(c1)OCO2 | 8 | 99 | 90 | 0% | 1 | 162 | -1 | 162 | -2%
CCOC(=O)C1=C(C)NC(=O)NC1c1ccc(N(CC)CC)cc1 (configuration not stated) | 8 | 93 | 84 | -30% | -10 | 178 | 10 | 178 | 5%
Cc1nc2nc3c(cn2n1)C(=O)CCC3 | 11 | 107 | 96 | 12% | -6 | 130 | 6 | 130 | -5%
CCC(C)N(NC(C)=O)c1nc(Cl)nc(NC(C)(C)C)n1 (configuration not stated) | 15 | 91 | 76 | 2% | 7 | 148 | -7 | 148 | -6%
Cc1c(C(=O)NCc2ccc3c(c2)OCO3)oc2ccc(S(=O)(=O)N3CCCCCC3)cc12 | -19 | 54 | 73 | -1% | · | · | · | · | -38%
O=C(OCn1nnc2ccccc2c1=O)c1ccco1 | -7 | 100 | 107 | -7% | 0 | 190 | 0 | 190 | 16%
c1ccc(OCc2nn3c(-c4cccnc4)nnc3s2)cc1 | 7 | 101 | 95 | -33% | · | · | · | · | 15%
O=C(NCc1ccc2c(c1)OCO2)Oc1ccccc1 | 0 | 102 | 103 | -3% | · | · | · | · | 22%
O=C(C1CCCN(S(=O)(=O)c2cccc3cccnc23)C1)N1CCN(c2ccccc2F)CC1 (configuration not stated) | 11 | 75 | 64 | 5% | -22 | 150 | 22 | 150 | -59%
CN1CCN(S(=O)(=O)c2ccc(NC(=O)c3ccc(Br)o3)cc2)CC1 | 2 | 86 | 84 | 1% | -15 | 121 | 15 | 121 | 11%
COC(=O)c1ccc(Oc2nc(NC(C)C)nc(N(C)C)n2)cc1 | 18 | 98 | 80 | 2% | -1 | 141 | 1 | 141 | 17%
COc1ccc(C(=O)N(CCN2CCOCC2)CC(=O)NC2CCCC2)cc1OC | 2 | 99 | 97 | 3% | -10 | 179 | 10 | 179 | -24%
COc1cc(OC)cc(-c2cc3nc4c(c(N5CCN(c6ncccn6)CC5)n3n2)CCCC4)c1 | -2 | 71 | 73 | -44% | 3 | 132 | -3 | 132 | -62%
Cc1cc(C)c(S(=O)(=O)NCCC2CCCN2C)c(C)c1 (configuration not stated) | 8 | 84 | 76 | -8% | -13 | 123 | 13 | 123 | -18%
C/C(=N\Nc1nnc(-c2ccccc2)c(-c2ccccc2)n1)c1cccc([N+](=O)[O-])c1 | · | · | · | 0% | 13 | 186 | -13 | 186 | ·
O=P(C1=C(N2CCOCC2)/C(=C\c2ccccc2)CC1)(N1CCOCC1)N1CCOCC1 | 12 | 93 | 81 | 3% | -2 | 93 | 2 | 93 | -69%
CSc1ncccc1C(=O)OCc1ccccc1F | 3 | 90 | 87 | -5% | -10 | 173 | 10 | 173 | 2%
Cc1sc2nc(C3CC3)nc(N3CCN(S(=O)(=O)c4ccc(F)cc4)CC3)c2c1C | -21 | 64 | 85 | -25% | -1 | 125 | 1 | 125 | -27%
Cn1c(=O)c2c(nc(N3CCOCC3)n2C)n(C)c1=O | 3 | 85 | 81 | -4% | -9 | 126 | 9 | 126 | 0%
Cc1nn(Cc2ccc(Cl)cc2)c(C)c1NC(=O)C1CC=CCC1C(=O)O (configuration not stated) | -3 | 102 | 105 | 0% | -8 | 167 | 8 | 167 | -21%
N#CCCCSc1nnc(Cc2ccc3c(c2)OCO3)o1 | 3 | 107 | 104 | · | 18 | 90 | -18 | 90 | ·
O=CN1Cc2[nH]c3ccccc3c2N(c2ccc(Cl)cc2)C1=O | -6 | 81 | 86 | -2% | 11 | 106 | -11 | 106 | -10%
O=C(NCc1cccnc1)C1c2ccccc2C(=O)N1C1CCCCCCC1 (configuration not stated) | 31 | 89 | 58 | -9% | 2 | 96 | -2 | 96 | -7%
Cc1cc(C)nc(SCNC(=O)c2ccccc2)n1 | · | · | · | · | -21 | 22 | 21 | 22 | ·
CCc1nccn1S(=O)(=O)c1cc(Br)ccc1OC | 13 | 96 | 83 | 1% | -14 | 59 | 14 | 59 | -10%
N#CC1=C(N)C(C#N)(C#N)C2(C(=O)Nc3ccccc32)C2CCCC=C12 (configuration not stated) | 0 | 71 | 70 | -2% | · | · | · | · | -64%
O=C(NC1(C(F)(F)F)C(=O)Nc2c1c(=O)[nH]c(=O)n2Cc1ccccc1)c1ccc(Cl)cc1Cl (configuration not stated) | -4 | 91 | 95 | 0% | 7 | 158 | -7 | 158 | 11%
CC(C)CC(OC(=O)c1nsc(Cl)c1Cl)C(=O)NCc1cccs1 (configuration not stated) | -2 | 94 | 96 | · | -12 | 132 | 12 | 132 | ·
Cc1ccc(S(=O)(=O)N(CC(=O)N2CCC(C(N)=O)CC2)c2cccc(C(F)(F)F)c2)cc1 | -13 | 87 | 101 | -5% | 4 | 178 | -4 | 178 | -5%
CCCCNC(=O)c1cnc2n(c1=O)CCS2 | · | · | · | · | -32 | 128 | 31 | 128 | ·
O=C(c1cn[nH]c1)c1cc(F)ccc1O | -19 | 86 | 105 | 6% | 2 | 133 | -2 | 133 | 12%

Filtered by structure: those above containing two or more sulfur atoms (4)
SMILES | MRP resist rev | MRP resist rev cytotoxicity | MRP resist rev with doxorubicin | Bcl-B TR3 displacers | IL1B NFkB inh | IL1B NFkB inh cell count 2 µM | IL1B NFkB pot | IL1B NFkB pot cell count 2 µM | PLAP inhibition
O=C(Nc1ccc(Br)cc1)c1ccc(CSC2=NCCS2)cc1 | · | · | · | -1% | 7 | 168 | -7 | 168 | 0%
CCOC(=O)CC(=O)CSc1nc2c(sc(=S)n2-c2ccccc2)c(=O)[nH]1 | -26 | 55 | 80 | -4% | 5 | 118 | -5 | 118 | -15%
Cc1sc2nc(C3CC3)nc(N3CCN(S(=O)(=O)c4ccc(F)cc4)CC3)c2c1C | -21 | 64 | 85 | -25% | -1 | 125 | 1 | 125 | -27%
CC(C)CC(OC(=O)c1nsc(Cl)c1Cl)C(=O)NCc1cccs1 (configuration not stated) | -2 | 94 | 96 | · | -12 | 132 | 12 | 132 | ·

More results:
SMILES | MRP resist rev | MRP resist rev cytotoxicity | MRP resist rev with doxorubicin | Bcl-B TR3 displacers | IL1B NFkB inh | IL1B NFkB inh cell count 2 µM | IL1B NFkB pot | IL1B NFkB pot cell count 2 µM | PLAP inhibition
COCCCNC(=O)c1c(N)n(-c2ccc3c(c2)OCO3)c2nc3ccccc3nc12 | -43 | 28 | 71 | -6% | -15 | 125 | 15 | 125 | -18%
COc1ccc(OC(C)C(=O)N2CCC(C)CC2)cc1 (configuration not stated) | -1 | 98 | 99 | -18% | -11 | 164 | 11 | 164 | 9%
COc1ccccc1OCCCc1c(C)n[nH]c1C | 7 | 92 | 85 | -10% | -2 | 193 | 2 | 193 | -36%
O=C(NCc1ccc(Cl)cc1)c1cc(=O)nc2sc(-c3ccccc3)nn12 | -5 | 73 | 78 | 4% | -9 | 187 | 9 | 187 | 16%
CCn1nnc(NC(=O)COc2ccc(C3CCCCC3)cc2)n1 | 10 | 103 | 93 | -9% | -26 | 130 | 26 | 130 | 6%
COc1ccc(C(=O)NCC(c2cccnc2)N2CCN(c3ccc(F)cc3)CC2)cc1OC (configuration not stated) | · | · | · | · | -5 | 65 | 5 | 65 | ·
Cc1nn(Cc2ccc(Cl)c(Cl)c2)c(C)c1NC(=O)c1cn(-c2ccccc2)nc1-c1ccccc1 | · | · | · | -9% | -39 | 166 | 39 | 166 | -166%
O=C(Cn1cnc2ccccc2c1=O)Nc1ccc2c(c1)OCCO2 | -10 | 99 | 109 | 5% | -6 | 107 | 6 | 107 | 2%
CCC(C)Sc1nc2ccccc2n1CC(=O)O (configuration not stated) | 7 | 100 | 93 | 1% | -2 | 75 | 2 | 75 | -10%
COC(=O)C(F)(F)Sc1c(C)[nH]c2ccccc12 | 2 | 103 | 100 | · | -34 | 133 | 34 | 133 | ·
CC(=O)Nc1ccc(S(=O)(=O)N2CCCC2C(=O)O)cc1 (configuration not stated) | 5 | 93 | 89 | -2% | -6 | 135 | 6 | 135 | 18%
CCOC(=O)Cc1cc(=O)n2[nH]c(C)c(-c3ccccc3)c2n1 | 4 | 73 | 70 | -6% | -8 | 157 | 8 | 157 | -12%
O=c1sc2ccccc2n1CCOc1ccccc1 | -5 | 91 | 96 | -2% | -2 | 195 | 2 | 195 | 34%
COC(=O)c1ccc(S(=O)(=O)NCc2cccc(OC)c2)n1C | 0 | 86 | 85 | -2% | 6 | 197 | -6 | 197 | 8%
Cc1cc(NC(=O)c2cc(-c3ccccc3)on2)n(-c2ccccc2)n1 | 3 | 86 | 83 | 13% | 4 | 132 | -4 | 132 | -6%
Cc1ccc(-c2nc(CSCC(=O)NCCN3CCN(Cc4ccccc4)CC3)c(C)o2)cc1 | 3 | 66 | 63 | -10% | 11 | 80 | -11 | 80 | -41%
Cc1ccc(C)c(NC(=O)c2ccccc2O)c1 | -8 | 19 | 28 | 4% | 2 | 97 | -2 | 97 | 7%
COc1ccccc1CNC(=O)CCc1nc2ccccc2c(=O)[nH]1 | 2 | 96 | 94 | -2% | -7 | 52 | 7 | 52 | 25%
CCOC(=O)C1CCN(Cc2ccc(F)c(F)c2)CC1 | 16 | 99 | 84 | 1% | · | · | · | · | 20%
O=[N+]([O-])c1ccc(NC(=S)N/C(=N/CS(=O)(=O)c2ccccc2)c2ccccc2)cc1 | 1 | 61 | 60 | 8% | 2 | 153 | -2 | 153 | 17%
O=C1CSC(=Nc2cc(Cl)ccc2Cl)N1 | 13 | 93 | 80 | -6% | 2 | 157 | -2 | 157 | -17%
Cc1cc(C)c2c(n1)SCC(=O)N2CC(=O)NCCC1=CCCCC1 | 11 | 95 | 83 | -4% | · | · | · | · | 0%
CCSc1nnc(-c2cc3c(s2)-c2ccccc2CC3)o1 | · | · | · | -1% | -2 | 152 | 2 | 152 | -8%
COc1ccccc1OCCn1c(CO)nc2ccccc21 | 0 | 101 | 101 | 6% | 7 | 132 | -7 | 132 | 5%
CC(C)(C)C(=O)/C=C(N)/C=C/c1ccccc1 | 0 | 87 | 87 | -13% | 9 | 191 | -9 | 191 | 4%
Cc1ccc(S(=O)(=O)Nc2nncs2)cc1 | 12 | 97 | 85 | -2% | -55 | 186 | 55* | 186* | -1%
O=C(NCC1(c2ccccc2)CCCC1)c1cccc(Br)c1 | · | · | · | -12% | -3 | 184 | 3 | 184 | 7%
COC(=O)c1cc(NC(=O)c2c(Cl)nc3sccn23)cc(C(=O)OC)c1 | -17 | 36 | 53 | -1% | -4 | 190 | 5 | 190 | 12%
